High-throughput results (PubChem BioAssay)
UBC13 inh: inhibitors of human UBC13 polyubiquitin chain formation; P61088; TR-FRET; inhibition, % at 20 µM; 330,000 tested, 0.47% active; AID 485273; in the data active means inhibition above about 45%, passing the limit was not always enough; inconclusive means no clear call, values can overlap the other calls
Target sequence (P61088 whole entry, looked up): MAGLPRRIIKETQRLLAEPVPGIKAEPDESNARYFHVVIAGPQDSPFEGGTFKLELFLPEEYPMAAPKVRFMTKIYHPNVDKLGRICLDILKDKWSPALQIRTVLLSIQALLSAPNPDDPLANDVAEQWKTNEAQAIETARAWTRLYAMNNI
SENP6 block: blocks the human protease SENP6. Q9GZR1. inhibition, % at 10 µM. Recombinant SENP6 catalytic domain, aminoluciferin luminescence. 330,000 tested, 1.8% active;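 active means inhibition above about 50% at the single tested dose, limit read from the data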;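 further: plate controls were DMSO wells with enzyme for no effect and DMSO wells lacking enzyme for full effect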
HKDC1 inhibitor: inhibitors of human hexokinase HKDC1 | inhibition, % at 20 µM | AID 493160 | recombinant HKDC1, G6PDH/diaphorase resazurin coupled fluorescence | 340,000 tested, 0.16% active | Q2TB90;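 active means inhibition above about 35% when tested at 20 µM, limit read from the data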;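 further: plate controls were DMSO wells with enzyme for no effect and DMSO wells lacking enzyme for full effect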
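Material: recombinant HKDC1 hexokinase; Amount: HKDC1 at 5 µg/mL; Medium: Tris pH 8.0 buffer with MgCl2, Tween-20, BSA, BME; Schedule: 90 min reaction incubation at room temperature, dark; Technique: coupled resazurin fluorescence, excitation 525 nm, emission 613 nm.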
SENP8 block-1: inhibitors of human SENP8 protease | Q96LD8 | purified SENP8, Z-RLRGG-aminoluciferin cleavage, luminescence | inhibition, % at 10 µM | 330,000 tested, 1.2% active | AID 2540; in the data active means inhibition above about 50%
Target sequence (Q96LD8 whole entry, looked up): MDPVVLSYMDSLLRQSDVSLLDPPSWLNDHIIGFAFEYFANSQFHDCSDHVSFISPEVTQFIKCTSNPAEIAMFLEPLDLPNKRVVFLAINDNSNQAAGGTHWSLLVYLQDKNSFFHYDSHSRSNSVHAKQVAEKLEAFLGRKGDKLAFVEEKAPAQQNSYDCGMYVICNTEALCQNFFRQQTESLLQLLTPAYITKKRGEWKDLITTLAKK
beta cell repl: induces beta-cell replication in MIN6 cells; AID 2380; MIN6 cells proliferation, ATPlite luminescence, 48 h; cells starved in 0.2% serum; 100% = growth in 10% serum; 330,000 tested, 0.29% active; proliferation, % at 10 µM;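 active means compounds whose signal lies at least 3.5 SD above the mean of all wells on their plate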;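 further: 0% = DMSO-treated cells in low-serum medium and 100% = 10% serum control; some compounds called inactive have numbers as strong as hits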
PfGluPho inh: PfG6PD (Plasmodium falciparum) enzyme inhibition; inhibition, % at 20 µM; PfGluPho enzyme, NADPH resazurin-diaphorase fluorescence; 350,000 tested, 0.78% active; AID 504690;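 active means inhibition reaching at least a set limit at 20 µM in the primary screen, cut at about 59% in these data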;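 further: 0% = DMSO wells with substrate and 100% = DMSO wells lacking glucose-6-phosphate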
SENP8 block-2: SENP8 (human) protease inhibition; Q96LD8; recombinant SENP8, Nedd8 substrate fluorescence; inhibition, % at 20 µM; 360,000 tested, 0.64% active; AID 602440; in the data active means inhibition mostly above about 40%, no sharp cut-off; inactive means mostly below about 27%
SENP7 block: blocks the human protease SENP7; Q9BQF6; recombinant SENP7, Z-RLRGG-aminoluciferin luminescence, 40 min; inhibition, % at 5 µM; 330,000 tested, 1.5% active;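 active means inhibition above about 50% at the single test dose, limit read from the data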;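 further: plate controls were DMSO with enzyme for no effect and no enzyme buffer wells for full effect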
Target sequence (Q9BQF6 706-1050 limits assumed): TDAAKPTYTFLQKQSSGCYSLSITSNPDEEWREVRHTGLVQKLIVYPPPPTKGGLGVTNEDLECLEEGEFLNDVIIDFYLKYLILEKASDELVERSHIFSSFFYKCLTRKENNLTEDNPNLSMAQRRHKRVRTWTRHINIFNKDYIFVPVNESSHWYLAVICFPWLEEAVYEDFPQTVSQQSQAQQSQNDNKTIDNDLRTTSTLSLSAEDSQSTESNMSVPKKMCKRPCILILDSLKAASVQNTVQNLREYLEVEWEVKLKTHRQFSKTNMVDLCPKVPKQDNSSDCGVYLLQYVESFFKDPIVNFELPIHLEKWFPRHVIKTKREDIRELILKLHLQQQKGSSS
SENP1 inh: blocks the human SENP1 SUMO protease catalytic domain; AID 624204; inhibition, % at 10 µM; recombinant SENP1 catalytic domain, CyPet-SUMO1-YPet FRET cleavage; 360,000 tested, 0.21% active; Q9P0U3;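 active means inhibition at least 30% at 10 µM, raw YFP signal under a set limit, fluorescence ratio 0.5 to 1.5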;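 further: 0% = enzyme with DMSO and 100% = no enzyme wells; some results filed as inactive read as strong as hits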
Target sequence (Q9P0U3 419-644 limits assumed): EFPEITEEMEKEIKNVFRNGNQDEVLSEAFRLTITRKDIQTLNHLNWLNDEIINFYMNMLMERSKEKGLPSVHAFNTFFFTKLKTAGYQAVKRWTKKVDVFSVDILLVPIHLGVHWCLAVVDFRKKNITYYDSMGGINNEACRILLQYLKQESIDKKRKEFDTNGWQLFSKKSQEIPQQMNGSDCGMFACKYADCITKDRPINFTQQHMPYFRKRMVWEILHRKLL
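Test system: human SENP1 catalytic domain; medium: Tris pH 8 buffer plus EDTA, NaCl, BME, BSA, NP40, catalase; incubation: 50 min reaction at room temperature; technique: FRET, CFP and YFP emission; controls: no-enzyme low control and enzyme-plus-DMSO high control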
Active calls of the source: *; i = inactive; ? = inconclusive.

SMILES | UBC13 inh | SENP6 block | HKDC1 inhibitor | SENP8 block-1 | beta cell repl | PfGluPho inh | SENP8 block-2 | SENP7 block | SENP1 inh
CC(=O)c1cccc(NC(=O)CCOc2ccccc2)c1 | 5 | -1 | 5 | 2 | 0 | -10 | 26 | -10 | -3
C[C@@H](C(=O)NC1CCCC1)N1C(=O)N2CCc3c([nH]c4ccccc34)[C@@]2(C)C1=O | -12 | -3 | 0 | -13 | -5 | -2 | 34 | 7 | 0
COC(=O)COc1ccc(C2NC(=O)NC(c3ccccc3)=C2C(C)=O)cc1OC (stereo not drawn) | 0 | -4 | -6 | -4 | -1 | -13 | 22 | 4 | -2
CCOC(=O)C(=CNc1ccc(NC2=NCC(C)(C)S2)cc1)C(=O)OCC | 2 | -11 | 3 | -1 | 0 | 17 | -124 | 1 | 0
CSc1ncccc1C(=O)OCc1ccc(C#N)cc1 | 6 | -13 | 2 | -5 | 2 | 3 | 11 | -5 | -1
CCNC(=S)N/N=C/c1ccc(OCC(=O)Nc2ccc(OC)cc2)c(OC)c1 | -6 | -17 | 14 | -11 | 0 | -11 | 15 | -2 | 0
CC(C)(C)OC(=O)NCCc1nnc(SCC(N)=O)o1 | 7 | 0 | -6 | 4 | -1 | -4 | 7 | 3 | -1
O=C1C=C(Nc2ccccc2)CC(c2ccccc2)C1 (stereo not drawn) | -4 | -27 | 5 | -10 | -4 | -9 | 23 | -6 | 2
Cc1nc(NC(=O)c2oc3ccccc3c2C)sc1C(=O)N(C)C | 5 | 13 | -6 | -4 | 0 | 17 | -122 | 10 | 2
O=C(CCC(=O)N1CCOc2ccccc21)NCCN1CCOCC1 | 0 | 2 | -2 | 3 | -5 | 5 | 12 | 3 | 4
CN(C)/C=N/c1sc2c(c1C(N)=O)CCCC2 | -10 | 0 | 1 | -7 | 6 | 3 | 22 | -3 | 1
O=C(O)CCN1C(=O)c2ccc(NC(=O)C(c3ccccc3)c3ccccc3)cc2C1=O | 6 | -9 | -8 | 3 | 0 | -38 | -424 | 2 | 1
COc1ccc(-c2cn[nH]c2-c2ccc(O)cc2O)cc1 | 14 | 5 | 2 | -4 | 6 | 1 | 1 | -5 | 2
CCCn1nc(C(=O)Nc2cccc(S(=O)(=O)N(C)c3ccccc3)c2)c2ccccc2c1=O | 15 | 11 | 1 | 3 | -3 | -2 | 5 | -1 | -1
O=C(Nc1ccc2c(c1)OCCO2)c1ccc(S(=O)(=O)N2CCCCC2)cc1 | -9 | -1 | 2 | -13 | 0 | 4 | 18 | 3 | 0
CCn1cc(C(=O)OCC(=O)c2cc(C)n(-c3ccccc3F)c2C)c(=O)c2ccc(C)nc21 | 12 | -7 | -10 | -3 | -1 | -18 | 8 | 7 | -2
CC(=O)c1cc(C(=O)Nc2ccccc2C(=O)O)oc1C | -8 | 24 | 3 | 8 | 0 | 13 | -1 | 28 | -1
Cc1c(NC(=O)CSc2nc3ccccc3[nH]2)c(=O)n(-c2ccccc2)n1C | 5 | -4 | 6 | -3 | -2 | 7 | 14 | -1 | 3
COc1ccc(NC(=O)c2cccc(Cn3cc(Br)c([N+](=O)[O-])n3)c2)c(C)c1 | 5 | -11 | -4 | 0 | -4 | 15 | 14 | -5 | 2
O=C(Nc1cccc(S(=O)(=O)N2CCOCC2)c1)c1ccc(=O)[nH]c1 | 3 | -24 | 0 | 1 | 0 | -14 | 3 | 6 | 3
Cc1c(C)n(C)c2ccc(C(=O)NCCCN3CCCCC3)cc12 | 16 | -9 | -4 | 5 | 4 | 12 | -19 | 4 | -10
O=C(Nn1cnnc1)c1ccc([N+](=O)[O-])cc1Cl | 6 | -20 | -4 | 4 | -2 | 3 | -9 | 0 | 2
Cc1noc(C)c1COC(=O)CCc1nc2ccccc2c(=O)[nH]1 | 4 | -14 | -5 | -5 | -1 | 11 | 4 | -6 | 1
Cc1cccc(NC(=O)Nc2ccccn2)c1C | 9 | 5 | -5 | -13 | -3 | -10 | 16 | -2 | -1
CCN(CCO)c1nc(N2CCCCC2)c2cnn(C)c2n1 | 12 | 7 | 4 | -3 | 2 | -15 | 7 | 3 | 0

An excerpt of these results, as a markdown table:
| structure | UBC13 inh | SENP6 block | HKDC1 inhibitor | SENP8 block-1 | beta cell repl | PfGluPho inh | SENP8 block-2 | SENP7 block | SENP1 inh |
| --- | --- | --- | --- | --- | --- | --- | --- | --- | --- |
| CSc1ncccc1C(=O)OCc1ccc(C#N)cc1 | 6 | -13 | 2 | -5 | 2 | 3 | 11 | -5 | -1 |
| CCNC(=S)N/N=C/c1ccc(OCC(=O)Nc2ccc(OC)cc2)c(OC)c1 | -6 | -17 | 14 | -11 | 0 | -11 | 15 | -2 | 0 |

(list continues)
SMILES | UBC13 inh | SENP6 block | HKDC1 inhibitor | SENP8 block-1 | beta cell repl | PfGluPho inh | SENP8 block-2 | SENP7 block | SENP1 inh
CC(NC(=O)C1CCCN1S(=O)(=O)c1cccc2cccnc12)c1ccccc1 (stereo not drawn) | 2 | -4 | -5 | 3 | 3 | -6 | 4 | 0 | 1
CCN(CC)C(=O)CSc1nc2ccccc2o1 | 3 | 0 | -3 | 3 | -3 | -10 | 32 | 5 | -1
C=CCn1c(CCC(O)COCCCCC)n[nH]c1=S (stereo not drawn) | -4 | -7 | -3 | -4 | -1 | 28 | 6 | -28 | 0
COCC(O)CSc1nc(C)[nH]c1[N+](=O)[O-] (stereo not drawn) | -4 | -8 | -4 | -10 | -2 | -3 | 17 | -4 | 1
O=C(NCCN1CCOCC1)c1nn2c(c1Cl)NC(c1ccccc1)CC2C(F)(F)F (stereo not drawn) | 4 | -8 | -6 | -5 | 1 | 2 | 4 | 7 | 0
Cc1ccsc1/C=C/c1n[nH]c(=O)c(C#N)c1C | -6 | -22 | -4 | -7 | 0 | -5 | 0 | -12 | 2
COc1ccc(N(C(=O)c2snc(C(N)=O)c2N)C(C(=O)NCC2CCCO2)c2ccc3ncccc3c2)cc1OC (stereo not drawn) | 20 | 22 | 0 | 3 | 0 | -13 | -193 | -3 | -3
Cc1ccc(N2C(=O)NC(NC(=O)c3ccc(Cl)cc3)(C(F)(F)F)C2=O)cc1 (stereo not drawn) | -3 | -8 | -10 | -6 | -1 | 4 | 21 | -10 | 0
O=C(COC(=O)[C@H](Cc1ccccc1)N1C(=O)c2ccccc2C1=O)Nc1ccc2c(c1)OCO2 | -1 | -15 | 1 | 1 | -1 | 15 | 15 | 0 | 1
CCCCn1c(=O)cc(C)n(-c2ccccc2)c1=O | 7 | -7 | 1 | -3 | 0 | -11 | -2 | 1 | 1
CCCCc1cc(=O)oc2cc(C)cc(OC(C)C(=O)NCC3CCC(C(=O)O)CC3)c12 (stereo not drawn) | 9 | -10 | -3 | 3 | -2 | 13 | -166 | -5 | 2
COc1ccc(Cl)cc1NC(=O)CSc1nnc(COc2ccccc2)n1C | 22 | 1 | 2 | 1 | 0 | -1 | 3 | 6 | 0
COC(=O)C1=C[C@@H](C(=O)OC)[C@@H]2C3=C(C(=O)[C@]2(C)NC(=O)c2ccccc2)[C@H](C)n2c(=O)n(C)c(=O)n2[C@@H]3C1 | -6 | 1 | -7 | -18 | -2 | -10 | -4 | 9 | 2
Cc1ccc(NS(=O)(=O)c2ccc3c(c2)n(C)c(=O)c(=O)n3C)c(C)c1 | -5 | -2 | 3 | -7 | 0 | 2 | 16 | -13 | 5
Cc1ccc(-c2cc(-c3cccc(F)c3)n[nH]2)c(O)c1 | 20 | 78* | -1 | 41 | -3 | 13 | 26 | 44 | 3
CCS(=O)(=O)Nc1ccc(C(=O)OC)cc1 | 3 | -6 | 2 | 0 | 0 | 4 | 5 | 7 | 3
Cc1ccc(-n2nc(C)c(C(=O)O)n2)c(C)c1 | 3 | -12 | -8 | 4 | 4 | -2 | 19 | -3 | 1
CC(C)c1ccc2[nH]c(O)c(N=NC(=O)c3cccc(S(=O)(=O)Nc4ccccc4Cl)c3)c2c1 | -28 | 8 | -10 | 1 | -3 | -5 | 28 | 8 | 2
CCOc1ccc2nc(NCCNC(=O)C3CC3)c(C)cc2c1 | 3 | -8 | 8 | -1 | 0 | 6 | i | 6 | -1
CCCCNC(=O)/C(C#N)=C/c1ccc2c(c1)OCCO2 | -10 | 7 | -7 | -5 | 0 | -12 | -27 | 2 | 0
Cc1nn(-c2ccccc2)c2nc(N)c(C#N)c(-c3ccc(C(C)(C)C)cc3)c12 | ? | -2 | 5 | -11 | -4 | 29 | -412 | -3 | -4
Cc1onc(-c2ccccc2)c1C(=O)NCCc1ccc(Cl)cc1 | 5 | -11 | -2 | 1 | 0 | -11 | 51* | 4 | 0
O=C(NCC12CC3CC(CC(C3)C1)C2)c1nn2cccnc2c1Cl | 15 | -5 | -1 | -3 | -3 | -16 | -9 | 1 | -8
Cc1cc(C)c2cc3c(N)c(C(=O)Nc4c(C)[nH]c(=O)[nH]c4=O)sc3nc2c1 | -37 | -6 | -10 | -8 | 0 | 50 | -165 | -6 | 29
CCOC(=O)C(CCCCP(=O)(c1ccccc1)c1ccccc1)(NC(C)=O)C(=O)OCC | 3 | -8 | -4 | -4 | -2 | -13 | 0 | 0 | 2
CCCn1c(-c2ccc(OC)cc2)nc2c(=O)n(C)c(=O)[nH]c21 | 4 | -13 | 3 | -1 | -1 | -1 | -421 | 6 | 2

Among those listed so far, these contain a Cl atom:
SMILES | UBC13 inh | SENP6 block | HKDC1 inhibitor | SENP8 block-1 | beta cell repl | PfGluPho inh | SENP8 block-2 | SENP7 block | SENP1 inh
O=C(Nn1cnnc1)c1ccc([N+](=O)[O-])cc1Cl | 6 | -20 | -4 | 4 | -2 | 3 | -9 | 0 | 2
O=C(NCCN1CCOCC1)c1nn2c(c1Cl)NC(c1ccccc1)CC2C(F)(F)F (stereo not drawn) | 4 | -8 | -6 | -5 | 1 | 2 | 4 | 7 | 0
Cc1ccc(N2C(=O)NC(NC(=O)c3ccc(Cl)cc3)(C(F)(F)F)C2=O)cc1 (stereo not drawn) | -3 | -8 | -10 | -6 | -1 | 4 | 21 | -10 | 0
COc1ccc(Cl)cc1NC(=O)CSc1nnc(COc2ccccc2)n1C | 22 | 1 | 2 | 1 | 0 | -1 | 3 | 6 | 0
CC(C)c1ccc2[nH]c(O)c(N=NC(=O)c3cccc(S(=O)(=O)Nc4ccccc4Cl)c3)c2c1 | -28 | 8 | -10 | 1 | -3 | -5 | 28 | 8 | 2
Cc1onc(-c2ccccc2)c1C(=O)NCCc1ccc(Cl)cc1 | 5 | -11 | -2 | 1 | 0 | -11 | 51* | 4 | 0
O=C(NCC12CC3CC(CC(C3)C1)C2)c1nn2cccnc2c1Cl | 15 | -5 | -1 | -3 | -3 | -16 | -9 | 1 | -8
